CHO parental Ca – counter-screen: ATP calcium response change in parental CHO cells; parental CHO-K1, ATP-induced calcium, Fluo-8 fluorescence; inhibition, % at 5.6 µM; hit rate 0.63% among 330,000;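 active means inhibition above that plate's mean sample inhibition plus 3 SD, cut at about 26% in these data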;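 further: 0% = ATP-challenged DMSO wells and 100% = DMSO wells without ATP; some compounds past the cut are filed as inactive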
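Material – parental CHO cells · Reagent – ATP stimulus · Compound – single nominal dose of 5.6 µM per compound · Detection – Fluo-8 fluorescence · Read-out basis – percent inhibition of calcium signal · Controls – ATP-challenged DMSO wells low, unchallenged DMSO wells high · Repeats – no replicates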
CHRM1 PAM – positive allosteric modulators of human M1 muscarinic receptor. P11229. hit rate 0.088% among 360,000. activation, % at 3 µM. CHO-K1 hM1, Fluo-8 calcium fluorescence, ACh EC20; 0% = ACh EC20, 100% = maximal ACh; in the data active means activation above about 19%, passing the limit was not always enough
Target sequence (P11229 whole entry, looked up): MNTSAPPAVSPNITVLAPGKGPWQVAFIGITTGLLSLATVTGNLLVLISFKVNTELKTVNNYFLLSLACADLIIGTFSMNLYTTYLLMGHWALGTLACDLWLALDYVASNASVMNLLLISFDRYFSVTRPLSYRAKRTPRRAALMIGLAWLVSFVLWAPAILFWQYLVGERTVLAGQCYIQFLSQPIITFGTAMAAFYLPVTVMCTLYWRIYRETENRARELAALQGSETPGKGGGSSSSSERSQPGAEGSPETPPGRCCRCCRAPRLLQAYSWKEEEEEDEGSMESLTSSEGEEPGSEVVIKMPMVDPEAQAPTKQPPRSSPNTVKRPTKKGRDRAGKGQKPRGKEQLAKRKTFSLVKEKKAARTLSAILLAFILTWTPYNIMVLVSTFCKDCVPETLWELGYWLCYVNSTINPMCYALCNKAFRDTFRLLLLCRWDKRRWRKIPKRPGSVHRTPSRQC
CHO-K1 Ca antag – counter-screen for M1 antagonists: effect in parental CHO-K1 cells; ATP-induced calcium, Fluo-8 fluorescence; hit rate 0.6% among 360,000; inhibition, % at 3 µM; AID 602250;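 active means inhibition above a per-plate cutoff, the plate's mean sample inhibition plus 3 SD, cut at about 24% in these data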;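 further: 0% = DMSO plus EC80 ATP and 100% = DMSO alone without ATP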
CHRM1 antagonist – antagonists of human M1 muscarinic receptor | CHO-K1 hM1, Fluo-8 calcium fluorescence, ACh EC80 antagonist | inhibition, % at 3 µM | hit rate 1.3% among 360,000 | AID 588852;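 active means percent inhibition above its own plate's cutoff, namely the mean of that plate's compound wells plus 3 SD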;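 further: peak over basal fluorescence ratio during 140 s after agonist addition; 0% = ACh EC80 plus DMSO and 100% = DMSO alone without agonist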
M4 ag – CHRM4 agonism in calcium assay; P08173; CHO-K1 hM4/Gqi5, Fluo-8 calcium fluorescence; vehicle 0%, full acetylcholine response 100%; activation, % at 3 µM; hit rate 0.14% among 360,000; AID 624127;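 active means activation above the run mean over all test wells plus 3 SD, cut at about 32% in these data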;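 further: peak over basal fluorescence ratio per well then scaled between controls; 0% = DMSO wells and 100% = acetylcholine at EC100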
CHRM4 antagonist – antagonists of human muscarinic M4 receptor (CHRM4) | P08173 | CHO-hM4 cells, ACh EC80, Fluo-8 calcium fluorescence | inhibition, % at 3 µM | hit rate 0.73% among 360,000 | AID 624125;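 active means inhibition above its plate's cutoff, the mean inhibition of sample wells plus 3 SD, cut at about 27% in these data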;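 further: 0% = acetylcholine EC80 with DMSO and 100% = DMSO without agonist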
M1 ag parental – nonselective activator or artifact in parental CHO-K1 cells. Fluo-8 calcium fluorescence; scaled to maximal ATP response, vehicle zero. activation, % at 3 µM. hit rate 0.48% among 360,000; in the data active means activation above about 15%;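 further: untransfected CHO-K1 host cells lacking M1 receptor as counterscreen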
CHRM1 agonist – human M1 muscarinic receptor agonism. AID 588814. P11229. hit rate 0.33% among 360,000. activation, % at 3 µM. CHO-K1 hM1, Fluo-8 calcium fluorescence, agonist mode; 0% DMSO, 100% acetylcholine EC100;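 active means activation above the run's mean compound activation plus 3 SD, cut at about 16% in these data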;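 further: peak over basal fluorescence ratio within a 140 s kinetic read after compound addition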
OXTR potentiator – potentiators of human oxytocin receptor. hit rate 0.061% among 320,000. activation, % at 3 µM. CHO-OTR cells, Fluo-8 calcium fluorescence, potentiator mode; 0% = oxytocin EC15, 100% = EC100. P30559;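 active means activation above that plate's cutoff, the mean activation of tested compounds plus 3 SD, cut at about 6.6% in these data, passing the limit was not always enough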;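 further: 100% uses oxytocin at 75 nM as the full agonist control; some results filed as inactive read as strong as hits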
Target sequence (P30559 whole entry, looked up): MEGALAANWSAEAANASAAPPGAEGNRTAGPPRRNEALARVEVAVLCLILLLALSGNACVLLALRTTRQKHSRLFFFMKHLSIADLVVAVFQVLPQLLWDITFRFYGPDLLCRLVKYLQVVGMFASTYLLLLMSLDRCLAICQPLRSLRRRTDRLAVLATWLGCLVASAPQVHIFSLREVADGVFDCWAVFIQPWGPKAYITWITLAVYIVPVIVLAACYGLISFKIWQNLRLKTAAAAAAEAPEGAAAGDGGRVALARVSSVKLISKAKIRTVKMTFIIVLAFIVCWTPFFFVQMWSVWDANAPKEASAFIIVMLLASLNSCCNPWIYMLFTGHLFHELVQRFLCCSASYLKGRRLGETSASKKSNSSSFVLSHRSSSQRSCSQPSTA
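Material: CHO-OTR cells, human receptor; compound dosing: single dose, 3.0 µM nominal final compound concentration; schedule: 6 min compound pre-incubation at room temperature, 100 s kinetic read; measured by: kinetic Fluo-8 calcium fluorescence; read-out basis: % activation vs EC15 and EC100 oxytocin; controls: EC15 oxytocin alone as 0%, 75 nM oxytocin as 100%; replicates: singlicate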
Starred values were filed as active, the others as inactive; . = no result given.

Start of the listing, in advance:
structure,CHO parental Ca,CHRM1 PAM,CHO-K1 Ca antag,CHRM1 antagonist,M4 ag,CHRM4 antagonist,M1 ag parental,CHRM1 agonist,OXTR potentiator
COc1ccc(C(C)C)cc1-c1cncc(NC(C)=O)n1,.,1,-9,-13,0,1,0.2,-6,.
O=C(CSc1nnc(CNc2ccc(F)cc2)o1)c1ccccc1,-10,10,-16,-6,4,-21,2.7,-8,-9
CCn1cc(C(=O)O)c(=O)c2cnc(N3CCN(C(=S)NC(=O)c4ccc(OC)cc4)CC3)nc21,0,3,-3,-3,0,-4,-0.1,-2,-9
CCOC(=O)C(=O)/C(C#N)=C/Nc1ccc(Cl)cc1,-5,-1,-6,-3,0,4,0.1,-3,-7
CCCc1cc(=O)[nH]c(SCc2cc(=O)oc3cc(C)c(C(C)C)cc23)n1,-6,7,1,1,-1,9,-0.7,-10,-5
COc1ccccc1NC(=O)C1CCC(CNc2c(N3CCCCC3)c(=O)c2=O)CC1 (stereo not given),-12,6,-14,-14,0,0,0.0,-2,-15
C=C(C)COc1ccc(-c2nc(N)nc(C(F)(F)F)c2-c2ccc(OC)cc2)c(O)c1,-21,-22,-15,35,-1,13,0.1,-10,-21
CCOC(=O)c1c(NC(=O)c2ccc(Cl)cc2)csc1C,-15,9,-4,-12,0,6,11,-9,-9
c1ccc([C@H]2CN3C(=N2)Sc2ccccc23)cc1,-28,-2,-16,0,2,0,-0.1,-9,0
CCC(C)n1c(-c2cccs2)nc2nc3ccccc3nc21 (stereo not given),-25,6,-9,-11,0,4,-0.4,0,-9
CCCC[C@@H]1Cc2[nH][nH]c(=O)c2[C@@H](c2ccc(Cl)cc2)O1,.,.,8,.,0,2,0.1,.,.
Cc1cc(C)n2c(NCc3ccccc3)c(CC(C)C)nc2n1,.,.,-23,.,.,-3,0.5,.,.
N#Cc1cccc(NC(=O)COC(=O)c2ccccc2C(=O)c2ccc(Cl)c([N+](=O)[O-])c2)c1,20,-16,7,20,13,18,4.7,-3,-15
COc1ccc(S(=O)(=O)Nc2ccc(NC(C)=O)cc2)cc1,10,1,4,-6,0,-11,0.1,-4,-4

The list itself, from the start:
structure,CHO parental Ca,CHRM1 PAM,CHO-K1 Ca antag,CHRM1 antagonist,M4 ag,CHRM4 antagonist,M1 ag parental,CHRM1 agonist,OXTR potentiator
COc1ccc(C(C)C)cc1-c1cncc(NC(C)=O)n1,.,1,-9,-13,0,1,0.2,-6,.
O=C(CSc1nnc(CNc2ccc(F)cc2)o1)c1ccccc1,-10,10,-16,-6,4,-21,2.7,-8,-9
CCn1cc(C(=O)O)c(=O)c2cnc(N3CCN(C(=S)NC(=O)c4ccc(OC)cc4)CC3)nc21,0,3,-3,-3,0,-4,-0.1,-2,-9
CCOC(=O)C(=O)/C(C#N)=C/Nc1ccc(Cl)cc1,-5,-1,-6,-3,0,4,0.1,-3,-7
CCCc1cc(=O)[nH]c(SCc2cc(=O)oc3cc(C)c(C(C)C)cc23)n1,-6,7,1,1,-1,9,-0.7,-10,-5
COc1ccccc1NC(=O)C1CCC(CNc2c(N3CCCCC3)c(=O)c2=O)CC1 (stereo not given),-12,6,-14,-14,0,0,0.0,-2,-15
C=C(C)COc1ccc(-c2nc(N)nc(C(F)(F)F)c2-c2ccc(OC)cc2)c(O)c1,-21,-22,-15,35,-1,13,0.1,-10,-21
CCOC(=O)c1c(NC(=O)c2ccc(Cl)cc2)csc1C,-15,9,-4,-12,0,6,11,-9,-9
c1ccc([C@H]2CN3C(=N2)Sc2ccccc23)cc1,-28,-2,-16,0,2,0,-0.1,-9,0
CCC(C)n1c(-c2cccs2)nc2nc3ccccc3nc21 (stereo not given),-25,6,-9,-11,0,4,-0.4,0,-9
CCCC[C@@H]1Cc2[nH][nH]c(=O)c2[C@@H](c2ccc(Cl)cc2)O1,.,.,8,.,0,2,0.1,.,.
Cc1cc(C)n2c(NCc3ccccc3)c(CC(C)C)nc2n1,.,.,-23,.,.,-3,0.5,.,.
N#Cc1cccc(NC(=O)COC(=O)c2ccccc2C(=O)c2ccc(Cl)c([N+](=O)[O-])c2)c1,20,-16,7,20,13,18,4.7,-3,-15
COc1ccc(S(=O)(=O)Nc2ccc(NC(C)=O)cc2)cc1,10,1,4,-6,0,-11,0.1,-4,-4
Cc1ccc(OCC(=O)N(C)CC(=O)Nc2ccc(Cl)c(C(F)(F)F)c2)c([N+](=O)[O-])n1,-28,12,-14,-7,8,-3,3.6,2,-4
O=[N+]([O-])c1cccc2ccc(/C=C/c3ccc(Cl)cc3)nc12,-19,1,-7,-2,0,21,-0.3,-2,-8
COc1cc2[nH]c3c(=O)n(N)c(=O)[nH]c3c2cc1OC,2,-13,-8,41*,1,-8,0.4,-5,-3
COc1ccc(NC(=O)c2cc(-c3cc(F)ccc3OC)n[nH]2)cc1OC,.,0,14,-6,7,7,4.0,-1,.
C=CCNC(=O)Cc1c(OC)ccc2cc(Br)ccc12,2,7,-1,2,-1,9,-0.9,-2,4
Cc1ccccc1NC(=O)CNC(=O)c1ccc(C(F)(F)F)cc1,-10,2,3,1,1,-3,0.1,6,0
COc1cc(/C=N/Nc2ccc(C(=O)O)cc2)cc(OC)c1OC,-16,14,-15,-20,0,-7,-0.1,-3,2
Cc1cc2cc(CNC(=O)c3ccco3)ccc2n1C,-5,2,1,-4,2,3,1.4,-5,-3
O=C(c1ccc(F)cc1)N1CCCN(c2nc(-c3ccccc3)ns2)CC1,-11,17,1,-11,2,-11,3.5,3,-1
Nc1nc2c(c(=O)[nH]1)CN(Cc1ccccc1)CC2,-1,-2,-8,0,-1,2,-0.5,-14,-1
CCN(CC)CCOC(=O)c1ccc(NC(=O)C(C)NC(=O)C23CC4CC(CC(C4)C2)C3)cc1 (stereo not given),-17,-5,-9,4,4,-6,2.5,-5,-4

structure,CHO parental Ca,CHRM1 PAM,CHO-K1 Ca antag,CHRM1 antagonist,M4 ag,CHRM4 antagonist,M1 ag parental,CHRM1 agonist,OXTR potentiator
O=C(NCc1cccnc1)NC1CC(=O)N(c2ccc3c(c2)OCCO3)C1 (stereo not given),-10,6,-17,-18,0,4,0.5,-4,-1
CCCCCC1CC(CC(=O)NC(=S)Nc2ccc([N+](=O)[O-])cc2)C(=O)O1 (stereo not given),-25,-8,-13,8,-1,9,0.1,-4,-13
CC(C)N1CCCC(CNC(=O)CCc2nnc(CCCCc3ccccc3)o2)C1 (stereo not given),-15,3,-14,-6,1,5,0.1,-6,1
Cc1ccc2cc3cc(C(=O)NCCCN4CCCCCC4)oc3nc2c1,-27,-2,8,1,1,-8,0.0,-7,-9
Cc1ccc(C(=O)OCC(=O)NC2CCCC(C)C2C)cc1S(=O)(=O)N1CCCCC1 (stereo not given),-37,-12,-13,31,0,0,-0.1,-2,1
O=C(CSc1ccc(-c2ccccn2)nn1)c1ccc([N+](=O)[O-])cc1,-13,7,-4,-9,1,-9,0.2,-5,-9
Cc1ccc(OCc2occc2C(=O)O)cc1,.,20,-4,-20,0,7,0.0,2,.
Cc1c(Cl)cccc1NS(=O)(=O)c1ccc2c(c1)C1C=CCC1C(c1ccc(C(=O)O)cc1)N2 (stereo not given),-2,6,-7,-3,1,5,0.2,-9,-9
CC(C)C(=O)N1CCN(c2ccccc2NC(=S)NC(=O)/C=C/c2ccco2)CC1,-24,-4,-13,0,8,-17,0.6,-3,-4
Cc1ccc(S(=O)(=O)N2CCOCC2)cc1C(=O)N1CCN(Cc2ccccc2)CC1,.,-3,-6,4,1,-6,0.4,-6,.
COc1ccccc1OCC(O)Cn1nc(C)cc1C (stereo not given),-16,10,2,-7,1,-5,2.1,-3,-12
Cc1c(Cl)cccc1NC(=S)NCC1COc2ccccc2O1 (stereo not given),0,-22,16,4,14,4,8.1,-7,-27
COc1ccc(Cl)cc1S(=O)(=O)NC(C)C(=O)NCc1ccncc1 (stereo not given),-1,-5,2,13,0,12,0.2,-11,-2
Cc1cccc(N=C2NC(=O)C(CO)(CO)S2)c1,8,4,-11,-8,0,0,0.5,-4,-9
O=C(O)CN1C(=O)/C(=C\c2cn(CC(=O)N3CCOCC3)c3ccccc23)SC1=S,4,5,-4,-7,2,-16,0.6,-2,-6
COC(=O)CSc1nc(COc2ccccc2)nc2ccccc12,-22,-7,-12,2,5,-11,1.2,-6,-8
Nc1nc(C2C(=O)CCCC2=O)cs1,-6,8,-5,-3,0,-2,1.7,-4,0
COC(=O)c1cccc(NC(=O)Nc2ccc(Cl)c(Cl)c2)c1,23,-23,21,43*,27,12,16*,4,-13
COc1ccc(C(O)(CCC(C)C)C(CN2CCOCC2)c2ccccc2)cc1 (stereo not given),.,8,-17,-8,-1,-4,0.9,-7,.
COc1ccc(N2CCN(C(=O)CSc3nc4[nH]ncc4c(=O)n3-c3cccc4ccccc34)CC2)cc1,-21,-3,-6,1,8,6,1.3,-12,1
Cc1ccc(S(=O)(=O)/N=C(/Nc2cccc(C(=O)O)c2)c2ccccc2)cc1,4,6,-8,-7,0,8,0.1,-3,-3
COc1ccccc1OCC#CCSc1ncccn1,-8,4,-8,0,0,2,0.3,-3,-1
Cc1cc(C(=O)N/N=C/c2cc(Br)ccc2OC(=O)c2ccccc2Cl)n[nH]1,-24,-1,14,12,10,6,3.1,-4,-3
Cc1ccc(-n2ncc3c2CC(C)(C)CC3NC(=O)c2ccncc2)cc1 (stereo not given),-6,11,-1,-9,0,4,9.6,1,-8
COc1ccc2cnn(CCOc3cc(C)ccc3C(C)C)c(=O)c2c1OC,-12,2,-8,2,2,-16,1.4,-7,-6
Cc1ccc(NC(=O)c2ccc(CN3CCc4ccccc4C3)cc2)cc1,-11,-10,-10,5,2,-7,0.5,-4,0
O=C(Nc1ccc2ccccc2c1)c1cc(F)c(F)cc1Cl,-7,-2,-9,-5,3,-21,2.4,-5,0
CC1(C)CCCC2=C1CC1C(=O)N(c3ccccc3)C(=O)C1C2 (stereo not given),-25,7,-7,-6,-2,-3,0.2,-4,-13

Profiles from above. Order of values: CHO parental Ca	CHRM1 PAM	CHO-K1 Ca antag	CHRM1 antagonist	M4 ag	CHRM4 antagonist	M1 ag parental	CHRM1 agonist	OXTR potentiator
COC(=O)CSc1nc(COc2ccccc2)nc2ccccc12 is listed with -22	-7	-12	2	5	-11	1.2	-6	-8
Cc1c(Cl)cccc1NC(=S)NCC1COc2ccccc2O1 (stereo not given) is listed with 0	-22	16	4	14	4	8.1	-7	-27

Not a hit list; about 2.9% have a hit in one of these screens.
